DNA FID counter = compounds displacing fluorescent DNA intercalator, primary screen, artefact control for HCV NS3 helicase inhibitor project, biochemical, FID fluorescence; DNA fluorescent intercalator displacement; inhibition, % at 7.9 µM; 0.17% of 290,000 active; AID 1845, 2009; in the data active = inhibition above about 37%;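 also: 0% = vehicle and 100% = reference compound; higher means more ethidium bromide displaced from hairpin DNA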
MEKK2 mut-MEK5 = MEK5 binding signal on mutant MEKK2 PB1, primary screen, biochemical, multiplex bead flow cytometry, Alexa488-MEK5. Alexa488-MEK5 binding to MEKK2 mutant. percent response, % at 10 µM. 0.35% of 290,000 active. AID 1530, 2009; in the data active = percent response above about 24%, passing the limit was not always enough; also: inactives centre near 1; some results filed as inactive read as strong as hits
MEKK2wt PB1 HTS = modulators of MEK5 binding to wildtype MEKK2, primary screen, biochemical, multiplex bead flow cytometry, Alexa488-MEK5 | binding response (% of control), % at 10 µM | 1.1% of 290,000 active | AID 1531, 2009 | Alexa488-MEK5 binding to MEKK2 WT; actives lie on both sides; in the data active = binding response below about 67% or above about 130%
NS3 helicase inh = inhibitors of HCV NS3 helicase, primary screen, biochemical, Cy5 molecular beacon fluorescence; Hepatitis C virus NS3 helicase; NS3 helicase DNA unwinding; inhibition, % at 10.9 µM; 0.56% of 290,000 active;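 active = inhibition above the mean of all tested compounds plus 3 SD, set per campaign, cut at about 35% in these data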;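 also: 0% = DMSO wells and 100% = thioflavine S control wells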
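Material: hepatitis C virus NS3 helicase domain fragment enzyme; measured by: Cy5 fluorescence, 0 and 60 min reads; control set: DMSO and thioflavine S; incubation: 60 min unwinding reaction at 25 °C after ATP addition; read-out basis: % inhibition from 60/0 min fluorescence ratio, DMSO 0%, thioflavine S 100%; repeats: singlicate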
CRFR2-BP antag = antagonists of CRF-BP/CRF-R2 complex, primary screen, cell-based, HEK293, calcium dye fluorescence, uHTS. CRF-induced calcium fluorescence. AID 588475, 2011. 0.59% of 350,000 active. inhibition, % at 11.8 µM;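 active = inhibition of the ligand-induced calcium signal above about 50% at the single tested concentration, limit read from the data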
SUMO HTRF inh = inhibitors of in vitro SUMOylation cascade, primary screen, biochemical, HTRF, uHTS; HTRF SUMOylation assay, SAE1/SAE2 + UBC9; 0.36% of 290,000 active; inhibition, % at 35 µM; AID 2006, 2009; in the data active = inhibition above about 50%, passing the limit was not always enough; also: strong numbers were not always called active
Target sequence (P63279 whole entry, looked up): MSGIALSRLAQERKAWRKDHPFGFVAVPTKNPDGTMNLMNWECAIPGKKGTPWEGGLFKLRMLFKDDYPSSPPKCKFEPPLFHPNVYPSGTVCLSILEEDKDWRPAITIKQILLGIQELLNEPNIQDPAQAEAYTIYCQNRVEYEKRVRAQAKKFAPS
MEKK3 PB1 HTS = modulators of MEKK3-MEK5 PB1 binding, primary screen, biochemical, wildtype MEKK3, multiplex bead flow cytometry, Alexa488-MEK5. Mitogen-activated protein kinase kinase kinase 3 (Homo sapiens), Q99759. bead-based flow cytometry, Alexa488-MEK5 binding to MEKK3; actives lie on both sides; 0 = blocked by unlabeled MEK5, 100 = vehicle. binding response (% of control), % at 10 µM. 1.4% of 290,000 active. AID 1529, 2009;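 active = binding response more than 3 SD above or below the average of its plate-row segment, actives on both sides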;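 also: Alexa488 bead fluorescence after subtracting the streptavidin-only scavenger bead signal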
Target sequence (Q99759 whole entry, looked up): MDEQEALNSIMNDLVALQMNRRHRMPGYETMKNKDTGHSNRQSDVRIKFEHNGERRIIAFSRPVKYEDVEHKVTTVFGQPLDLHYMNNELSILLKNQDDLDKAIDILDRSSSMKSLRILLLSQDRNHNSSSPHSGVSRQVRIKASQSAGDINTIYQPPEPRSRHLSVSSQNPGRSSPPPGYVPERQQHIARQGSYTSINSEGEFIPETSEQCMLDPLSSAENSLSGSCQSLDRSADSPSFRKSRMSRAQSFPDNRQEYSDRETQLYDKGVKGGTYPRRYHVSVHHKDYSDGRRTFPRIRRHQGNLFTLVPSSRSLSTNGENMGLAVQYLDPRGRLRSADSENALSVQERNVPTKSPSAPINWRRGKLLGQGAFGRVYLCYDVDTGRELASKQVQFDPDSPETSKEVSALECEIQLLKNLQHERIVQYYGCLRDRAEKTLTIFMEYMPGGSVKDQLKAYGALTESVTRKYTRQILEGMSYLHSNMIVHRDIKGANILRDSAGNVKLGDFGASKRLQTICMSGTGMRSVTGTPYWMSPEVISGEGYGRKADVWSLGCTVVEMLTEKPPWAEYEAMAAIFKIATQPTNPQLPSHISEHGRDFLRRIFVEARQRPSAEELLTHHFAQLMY
GalR3 antagonist = GalR3 antagonists in HEK293 cells, primary screen, cell-based, fluorescence readout | AID 651719, 2012 | 0.44% of 360,000 active | inhibition, % at 3 µM | HEK293 GalR3-CNG cAMP membrane potential fluorescence; galR3 body fused to GalR1 C-terminus;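 active = inhibition above the screen-wide average plus 3 SD, cut at about 13% in these data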;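 also: forskolin and galanin both at EC90 stimulate the cells; cAMP rise reported by CNG channel membrane potential dye signal; 0% = forskolin plus galanin with DMSO and 100% = forskolin alone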
Target sequence (O60755 1-299 limits assumed): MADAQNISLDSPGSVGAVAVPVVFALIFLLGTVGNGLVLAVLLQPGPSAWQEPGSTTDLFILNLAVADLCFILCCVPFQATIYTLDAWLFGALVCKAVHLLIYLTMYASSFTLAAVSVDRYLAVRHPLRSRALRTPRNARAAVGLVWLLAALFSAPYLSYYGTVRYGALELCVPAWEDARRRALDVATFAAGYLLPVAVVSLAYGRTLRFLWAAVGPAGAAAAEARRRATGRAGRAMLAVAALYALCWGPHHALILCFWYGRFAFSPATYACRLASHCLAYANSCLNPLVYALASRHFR
CRFBP-R2 agonist = agonists of CRF-BP/CRF-R2 complex, primary screen, cell-based, HEK293, calcium dye fluorescence, uHTS; calcium dye fluorescence (FLIPR); percent of saturating CRF peptide response; activation, % at 13.2 µM; 0.46% of 350,000 active;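 active = activation of at least 50%, plus an integration ratio under a set limit after plate pattern correction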;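 also: plate controls were neutral control wells without compound for no effect and CRF at EC100 for full effect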
An asterisk follows results filed as active; nt = not tested or not shown; & = joins results of further samples. These rows are one share of the data. The share of hits here may be higher or lower than overall.

Order of values – DNA FID counter | MEKK2 mut-MEK5 | MEKK2wt PB1 HTS | NS3 helicase inh | CRFR2-BP antag | SUMO HTRF inh | MEKK3 PB1 HTS | GalR3 antagonist | CRFBP-R2 agonist
Nc1nc(CSC(=S)N2CCOCC2)nc(Nc2ccc(F)cc2)n1
    9 | -8 | 93 | 5 | -18 | -3 | 89 | 2 | 0.6
COc1cccc(N(CC(=O)NCCSCc2ccc(C)cc2)S(C)(=O)=O)c1
    -35 | -1 | 98 | -10 | 3 | 0 | 101 | -2 | -3.0
CSc1nc(-c2ccco2)nn1C(=O)c1ccccc1Cl
    1 | -6 | 88 | 0 | 4 | 4 | 84 | -2 | -0.5
CCOC(=O)c1c(C)c(C(=O)NCc2ccc3c(c2)OCO3)c(C)n1CC
    -8 | -2 | 92 | 1 | 9 | 0 | 89 | -5 | -1.4
O=C(Cn1nc(-c2cccs2)ccc1=O)Nc1ccc(Br)cc1
    -16 | 3 | 97 | -9 | -6 | 16 | 103 | -8 | 0.0
CC(Sc1ccc(Cl)cc1)C(=O)NCC1CCCO1 (stereo unspecified)
    -1 | 0 | 102 | -1 | 21 | 9 | 100 | 1 | 3.5
COCc1c(N)c(C)nc(Cl)c1C#N
    1 | -14 | 92 | 3 | 42 | 42 | 99 | -2 | -2.4
CN(C)c1nc(-c2ccc([N+](=O)[O-])cc2)cs1
    0 | 4 | 101 | 4 | -8 | 26 | 101 | -4 | 3.2
N#C/C(=C(/O)CN1CCN(c2ccccc2F)CC1)c1nc(-c2ccccc2)cs1
    -16 | 1 | 95 | 5 | 5 | -13 | 101 | -3 | -0.4
CNC(=O)c1cccc2cccc(Sc3ccccc3C(=O)O)c12
    -3 | -2 | 103 | 0 | -5 | 13 | 100 | 2 | -0.2
CCNC(=O)c1ccc(N(C)S(=O)(=O)c2cccs2)cc1
    9 | -1 | 109 | 1 | -16 | -15 | 110 | -4 | 0.4
CC(C(=O)O)N1C(=O)/C(=C/C=C/c2ccco2)SC1=S (stereo unspecified)
    -7 | -1 | 96 | 51* | -7 | 84* | 98 | -4 | 6.1
Cc1ccc(-c2[nH]nc(N)c2N=Nc2cccc(Cl)c2C)cc1
    4 | 5 | 112 | -5 | 10 | -21 | 104 | -2 | -4.6
Nc1nc(SCc2ccccc2Cl)[nH]c(=O)c1-c1ccccc1
    -16 | 8 | 98 | -7 | -2 | 2 | 100 | -2 | -0.3
C/C(=N\NC(=O)C1CC1)c1ccccc1Br
    0 | 4 | 105 | -4 | 6 | 4 | 101 | -3 | 0.6
COc1ccnc(N=CNOCc2ccc(Cl)cc2)c1C#N
    0 | 2 | 98 | 0 | -1 | -9 | 105 | 2 | 0.2
COc1ccc2cc3c(nc2c1)OCC3
    -5 | 12 | 109 | 1 | -1 | 16 | 106 | -12 | 1.6
CCOc1nc(SCCOc2ccc(C)cc2)nc(N(C)C)n1
    -13 | 3 | 109 | -5 | 0 | -34 | 107 | 6 | 0.4
COCC(C)NC(=S)Nc1ccccc1[N+](=O)[O-] (stereo unspecified)
    4 | 2 | 107 | 26 | -2 | 12 | 65 | 1 | -4.9
Cc1cccc(OCc2nnc(SCC(=O)N3CCCC3)o2)c1
    -22 | 0 | 94 | 6 | 15 | 1 | 96 | -5 | -0.5

Order of values – DNA FID counter | MEKK2 mut-MEK5 | MEKK2wt PB1 HTS | NS3 helicase inh | CRFR2-BP antag | SUMO HTRF inh | MEKK3 PB1 HTS | GalR3 antagonist | CRFBP-R2 agonist
CCCNC(=O)C1CCN(S(=O)(=O)c2ccc(-c3nn[nH]n3)cc2)CC1
    0 | 1 | 104 | 1 | 3 | 19 | 105 | -10 | -0.1
CCC(=O)Oc1ccc2c(=O)c(-c3ccc4ccccc4n3)c(CC)oc2c1C
    -5 | 0 | 98 | 6 | -24 | 1 | 101 | -4 | 1.0
Cc1ccc(C)c(C(=O)COc2ccc(C)nc2[N+](=O)[O-])c1
    -5 | -16 | 95 | 4 | 3 | 10 | 89 | 0 | -2.0
c1ccc(-c2nc(N3CCNCC3)nc3ccccc23)cc1
    5 | 4 | 120 | -7 | -25 | 12 | 104 | -7 | -0.9
O=C(O)CN1C(=O)/C(=C\c2cc(Br)ccc2OCc2ccc([N+](=O)[O-])cc2)SC1=S
    23 | 7 | 103 | 56* | 2 | 51* | 108 | -5 | -6.0
Cc1ccccc1N(Cc1ccccc1F)S(C)(=O)=O
    -3 | -1 | 100 | 0 | 3 | 20 | 101 | -6 | -1.1
O=C(CCc1ccccc1)NCCc1cccs1
    0 | -20 | 77 | 1 | 6 | 5 | 70 | 2 | -0.7
O=C(Nc1nc(-c2ccc(Cl)s2)cs1)c1cccs1
    3 | nt | nt | 0 | 3 | 14 | nt | -4 | 3.4
CC(C)(C)c1ccc(-c2ccc3c(c2)S(=O)(=O)c2ccccc2C3=O)cc1
    nt | -4 | 91 | nt | -15 | nt | 95 | -1 | 2.5
COc1ccc(OCC(=O)NNC(=O)C(=O)Nc2cc(OC)ccc2OC)cc1
    -37 | -2 | 98 | -4 | -11 | 6 | 100 | -1 | -2.0
COc1cccc(NC(=O)c2ccc(N3C(=O)C4CCC(C)CC4C3=O)cc2)c1 (stereo unspecified)
    -8 | 3 | 105 | -2 | -7 | 19 | 98 | 1 | 0.3
Cc1ccc(/C=N/NC(=O)c2cc(-c3ccncc3)nc3ccccc23)o1
    -26 | 4 | 104 | 6 | -4 | 12 | 102 | -2 | 1.0
O=C1c2ccccc2C(Nc2ccc(Cl)cc2)N1CCN1CCOCC1 (stereo unspecified)
    -9 | 8 | 106 | 2 | 14 | -13 | 102 | nt | -0.7
COC(=O)c1ccc(CSc2nnc(-c3c[nH]c4ccccc34)n2C)o1
    -15 | 10 | 112 | 4 | -40 | 9 | 111 | nt | -1.1
COc1cccc(OC)c1C(=O)N1CCN=C1SCc1cccnc1
    -10 | 1 | 104 | -2 | 4 | 19 | 98 | -3 | -0.2
CN=C1S/C(=C\c2cn(CC(=O)OC)c3ccccc23)C(=O)N1C
    -8 | -13 | 67 | 1 | 12 | 0 | 61 | 0 | -1.6
Cc1ccc(C(=O)NC(C(=O)NC2CCCC2)c2ccccc2)cc1 (stereo unspecified)
    -14 | 4 | 109 | 0 | -34 | -1 | 104 | 2 | 4.9
CC1CCN(c2ccc(NC(=S)NC(=O)c3ccco3)cc2)CC1
    -4 | 5 | 105 | 6 | 10 | -15 | 106 | -3 | 1.2
CC(C)c1cc(CNC(=O)CC2C(=O)NCCN2CC2CCCCC2)on1 (stereo unspecified)
    -21 | 13 | 126 | 3 | 19 | 7 | 108 | 1 | 3.3
COc1cccc(NC(=O)Nc2cnccn2)c1
    -4 | 3 | 106 | -4 | -2 | 10 | 103 | -6 | -1.6

Order of values – DNA FID counter | MEKK2 mut-MEK5 | MEKK2wt PB1 HTS | NS3 helicase inh | CRFR2-BP antag | SUMO HTRF inh | MEKK3 PB1 HTS | GalR3 antagonist | CRFBP-R2 agonist
O=C(Nc1ccc2c(c1)OCO2)c1ccc[n+]([O-])c1
    2 | 0 | 101 | 2 | 8 | 18 | 104 | -5 | 1.6
O=C1NCCN1C(=O)C12CC3CC(CC(C3)C1)C2
    0 | 3 | 105 | 9 | -12 | 19 | 103 | -5 | 5.3
O=[N+]([O-])c1ccc2c(c1)ncn2CCc1ccccc1
    -2 | 3 | 104 | 3 | -5 | 2 | 98 | -2 | 0.1
O=C(c1cccc(F)c1)N1CCC2(CC1)NCCc1[nH]cnc12
    5 | -4 | 96 | 2 | -2 | nt | 100 | 0 | 1.2
CCOC(=O)c1cc(C(=O)c2cc(Br)ccc2O)coc1=N
    -10 | 4 | 105 | 13 | 12 | 3 | 102 | -3 | -2.3
COc1ccccc1NC(=O)CN(C)S(=O)(=O)c1ccc2c(c1)CCC(=O)N2
    -11 | -5 | 99 | -3 | 2 | -2 | 93 | 4 | 2.5
CCCCn1c(N)c(N(CC)C(=O)c2cc(S(=O)(=O)N3CCN(CC)CC3)ccc2Cl)c(=O)[nH]c1=O
    -10 | 3 | 101 | 6 | 8 | 4 | 98 | -3 | 0.7
COc1ccc(N=N/C(=C\O)C(=O)c2ccco2)cc1
    -1 | -1 | 98 | 4 | 4 | 11 | 101 | -5 | -0.8
CC(C)CNC(=S)N1CCN(C(c2ccccc2)c2ccccc2)CC1
    -15 | -1 | 110 | 0 | -8 | -17 | 98 | -6 | -0.4
COc1ccc(-c2ccc(SCc3cccnc3)nn2)cc1OC
    -26 | -4 | 105 | 5 | 3 | 15 | 108 | 2 | -0.7
COc1ccccc1NC(=S)N1CCN(C(c2ccccc2)c2ccccc2)CC1
    -6 | 0 | 98 | 7 | 43 | -14 | 102 | -4 | -0.8
COc1cccc(-c2cc(C(=O)Nc3cnn(Cc4ccc(F)cc4)c3)no2)c1
    -4 | 8 | 102 | 2 | 0 | 14 | 103 | -7 | 11
O=C(Nc1ccc2ncccc2c1)c1cccc(Br)c1
    -1 | 1 | 97 | -2 | -18 | 13 | 99 | -2 | 0.4
Cc1oc(-c2ccccc2F)nc1CN1CCC(C(=O)NC2CCCc3ccccc32)CC1 (stereo unspecified)
    13 | -3 | 99 | 1 | -1 | 12 | 95 | -3 | -0.6
CC1=C(C(N)=O)C(c2ccccc2)n2nc(-c3ccncc3)nc2N1 (stereo unspecified)
    -4 | 7 | 118 | 9 | -2 | -3 | 114 | -6 | -0.2
COc1ccc(C(=O)NCC(=O)Nc2cccc(S(=O)(=O)NCc3ccco3)c2)cc1OC
    -15 | 5 | 99 | 6 | -4 | 10 | 99 | 1 | -0.6
CCOC(=O)Cc1c(C)nc2c(C#N)c(C)nn2c1C
    0 | 4 | 105 | 6 | 1 | -9 | 102 | 2 | -2.4
OCCC1CN(Cc2cnc(-c3ccc(Cl)cc3)nc2)CCN1C1CCCC1 (stereo unspecified)
    11 | 8 | 106 | 0 | -4 | 4 | 99 | -4 | 3.2
Cc1cccc(NC(=S)N/C(=N/S(=O)(=O)c2ccccc2)c2ccccc2)c1
    -1 | -4 | 96 | 5 | -9&-9 | 2 | 95 | -6&-5 | -1.9&0.1
Cc1noc(C)c1C(=O)N1CCC(C(=O)c2ccccc2)CC1
    -1 | 1 | 99 | 7 | -3 | -2 | 98 | -4 | -1.5

Among those listed so far, these contain a COOH group:
Order of values – DNA FID counter | MEKK2 mut-MEK5 | MEKK2wt PB1 HTS | NS3 helicase inh | CRFR2-BP antag | SUMO HTRF inh | MEKK3 PB1 HTS | GalR3 antagonist | CRFBP-R2 agonist
CNC(=O)c1cccc2cccc(Sc3ccccc3C(=O)O)c12
    -3 | -2 | 103 | 0 | -5 | 13 | 100 | 2 | -0.2
CC(C(=O)O)N1C(=O)/C(=C/C=C/c2ccco2)SC1=S (stereo unspecified)
    -7 | -1 | 96 | 51* | -7 | 84* | 98 | -4 | 6.1
O=C(O)CN1C(=O)/C(=C\c2cc(Br)ccc2OCc2ccc([N+](=O)[O-])cc2)SC1=S
    23 | 7 | 103 | 56* | 2 | 51* | 108 | -5 | -6.0

Screening data: PubChem BioAssay, several laboratories
